# TNAP inh hi DEA – blocks human TNAP under high phosphate acceptor concentration; AID 1135; inhibition, % at 20 µM; 0.03% of 200,000 active; P05186; purified TNAP, CDP-star luminescence, 1 M DEA;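 active means over 50% inhibition of tissue-nonspecific alkaline phosphatase at 20 µM in the single-dose screen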;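 further: plate controls were DMSO wells for no effect and EDTA-quenched wells as full inhibition for full effect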
# PMI act satM6P – activators of human phosphomannose isomerase at near-saturating mannose 6-phosphate. coupled PMI enzyme assay, resazurin fluorescence, 20 min; stronger effect = higher value; 1 = untreated enzyme, 0 = substrate-free blank. AID 1216. P34949. 0.34% of 190,000 active. activation factor at 20 µM;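 active means activation factor of 2 or more at 20 µM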
# Target sequence (P34949 whole entry, looked up): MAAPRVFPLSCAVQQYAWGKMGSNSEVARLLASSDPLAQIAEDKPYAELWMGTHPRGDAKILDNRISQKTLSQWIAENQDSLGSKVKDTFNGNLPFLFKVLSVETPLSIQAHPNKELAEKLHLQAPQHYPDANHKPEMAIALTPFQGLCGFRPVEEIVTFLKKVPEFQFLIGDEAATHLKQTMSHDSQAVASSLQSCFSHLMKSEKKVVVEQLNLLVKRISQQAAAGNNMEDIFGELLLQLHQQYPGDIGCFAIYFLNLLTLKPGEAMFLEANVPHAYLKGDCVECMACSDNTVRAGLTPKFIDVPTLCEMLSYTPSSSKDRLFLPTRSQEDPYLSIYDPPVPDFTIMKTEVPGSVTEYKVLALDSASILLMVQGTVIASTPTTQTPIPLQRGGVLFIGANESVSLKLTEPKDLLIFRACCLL
#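 Test system: human phosphomannose isomerase with PGI, G6PDH, diaphorase coupling enzymes / Doses: 20 µM compound, 1% DMSO / Times: enzyme reaction with compound 20 min at room temperature / Measured by: Diaphorase-driven resazurin-to-resorufin fluorescence, excitation 544, emission 590 nm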
# Redox H2O2 prof – compounds producing H2O2 with reducing agent – biochemical, NIH compound library profiling, artefact control for MLSCN library redox annotation, primary screen | DTT-dependent redox cycling H2O2, phenol red/HRP absorbance; 100% = 100 µM peroxide control, 0% = buffer | activation, % at 10 µM | 0.03% of 200,000 active | AID 878;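 active means activation of at least 50% relative to the plate's high and low controls in the primary single-dose screen; inactive means activation below 50%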;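 further: compound incubated with DTT at 0.8 mM final as the reducing agent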
# Efa HMGR inh – E. faecalis class II HMG-CoA reductase inhibition; inhibition, % at 10 µM; 0.41% of 190,000 active; purified E. faecalis HMGR, NADPH absorbance 340 nm kinetic;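 active means inhibition above a set limit, the median over all tested compounds plus 3 SD, cut at about 9.5% in these data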;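 further: enzyme runs in reverse so mevalonate oxidation gives rising NADPH absorbance; 0% = complete reaction with DMSO and 100% = background rate lacking mevalonate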
# Hsp70 activator – transcriptional activators of Hsp70; activation, % at 10 µM; HeLa Hsp70 promoter luciferase reporter, luminescence; scaled: vehicle 0, proteasome-inhibitor control 100%; 0.04% of 200,000 active;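 active means activation above the mean across all tested compounds plus 3 SD, cutoff set per campaign, cut at about 5.5% in these data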;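 further: 100% = MG132 at 30 µM as the positive control and 0% = DMSO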
# TNAP inh noacc – inhibitors of human TNAP without phosphate acceptor; P05186; inhibition, % at 20 µM; purified TNAP, CDP-star luminescence, 30 min; 0.26% of 200,000 active;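 active means tissue-nonspecific alkaline phosphatase inhibition above about 50% at 20 µM in the single-dose screen, limit read from the data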;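 further: 0% = DMSO negative control and 100% = EDTA positive control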
# S1P3 antagonist – blocks the human S1P3 receptor | CHO S1P3 NFAT-BLA reporter, FRET fluorescence, antagonist mode | inhibition, % at 4.98 µM | 0.27% of 170,000 active | AID 485 | Q99500;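 active means inhibition above the plate cutoff, the mean inhibition of test wells on that plate plus 3 SD, cut at about 28% in these data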;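 further: cells challenged with S1P at its EC80 of 0.8 µM; blue over green emission ratio from cleaved BLA substrate after 4 h stimulation; 0% = S1P-stimulated wells and 100% = unstimulated DMSO-only wells; some compounds past the cut are filed as inactive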
# Target sequence (Q99500 whole entry, looked up): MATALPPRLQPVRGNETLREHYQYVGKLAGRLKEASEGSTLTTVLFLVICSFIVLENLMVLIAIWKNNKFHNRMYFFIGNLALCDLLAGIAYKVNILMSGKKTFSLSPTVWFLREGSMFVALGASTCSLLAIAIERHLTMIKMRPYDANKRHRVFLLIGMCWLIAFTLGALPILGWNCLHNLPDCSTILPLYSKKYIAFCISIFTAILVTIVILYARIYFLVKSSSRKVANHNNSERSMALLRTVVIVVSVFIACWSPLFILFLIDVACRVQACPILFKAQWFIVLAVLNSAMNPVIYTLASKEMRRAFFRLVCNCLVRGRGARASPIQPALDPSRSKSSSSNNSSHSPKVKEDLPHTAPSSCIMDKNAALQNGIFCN
# PMI act – activators of human phosphomannose isomerase | AID 1214 | 0.005% of 190,000 active | purified human PMI, coupled resazurin fluorescence, 20 min; stronger effect = higher value; 1 = vehicle control, 0 substrate-free wells | activation factor at 20 µM;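 active means activation factor of 2 or more at 20 µM, relative to plate controls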
# L major viab – Leishmania major promastigote growth inhibition | Leishmania major promastigotes, resazurin fluorescence viability | inhibition, % at 10 µM | 9% of 200,000 active | AID 1063; in the data active means inhibition above about 50%;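 further: promastigotes grown with compound for 44 hours at 28 °C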
# RAM inhibit – yeast RAM network inhibition | inhibition, % at 50 µM | S. cerevisiae dse1pr::URA3 reporter, 5-FOA growth OD615, 2 d; analog-sensitive cbk1-as2 kinase mutant strain | 1.8% of 190,000 active | AID 868;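 active means inhibition above a set limit, 3 SD over mean compound inhibition, cut at about 8.4% in these data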;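 further: 0% = DMSO-only wells with no growth and 100% = 10 µM 1-NA-PP1 full growth; inhibition rescues growth on 5-FOA so higher OD means more RAM inhibition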
# An asterisk follows results filed as active; · = no result given; & = joins results of further samples.
Molecule,TNAP inh hi DEA,PMI act satM6P,Redox H2O2 prof,Efa HMGR inh,Hsp70 activator,TNAP inh noacc,S1P3 antagonist,PMI act,L major viab,RAM inhibit
CCOC(=O)C1(Cc2ccc(OC)cc2)CCN(C(=O)CN2CCN(CC)CC2)CC1,-7.6,0.9,-1.3,-7.6,-0.3,-9.1,1.7,0.8,11.6,1.0
Cc1ccc(S(=O)(=O)O/N=C2\CCCc3ccccc32)cc1,-4.2,1,0.1,-8.8,0.1,-8.3,·,0.9,-4.9,-0.6
CCC(C)c1ccc(OCCN2CCCC2)cc1 (stereo unspecified),-4.1,1,1.6,-3.1,-0.2,-11.0,·,1,96.2*,0.1
O=C(Cn1cc2c(n1)CCCC2)NCCc1ccccc1,-5.6,1.2,0.1,-7.1,-0.1,-12.2,0.7,1.1,-7.0,1.2
Cn1c(=O)c(=O)n(C)c2cc(S(=O)(=O)Nc3ccc4c(c3)OCCO4)ccc21,-1.6,0.9,-3.0,-3.0,-0.3,-3.2,-40.0,0.9,64.0*,-1.4
CN(C(=O)COC(=O)c1cc(-c2ccc(Cl)s2)nc2ccccc12)C1CCS(=O)(=O)C1 (stereo unspecified),1.0,0.9,-0.3,0.1,0.1,-7.0,-1.5,0.9,-2.0,4.2
Cc1ccc(N(CC(=O)NC(C)c2ccccc2)S(=O)(=O)c2cccs2)cc1 (stereo unspecified),-1.5,1,0.2,0.8,-0.1,-5.5,·,1,89.1*,2.8
CC1CCCCC1NC(=S)Nc1ccc(Cl)cc1Cl (stereo unspecified),-7.3,1.1,-1.4,-8.9,0.1,-6.2,14.3,1,24.2,2.5
Cc1ccc2[nH]c(=O)c(CN(Cc3ccco3)C(=O)c3ccncc3)cc2c1,-2.7,1,0.2,0.1,-0.2,-8.2,2.1,1,6.7,1.6
Cc1cccc(-c2c3c(=O)n(C)c(=O)n(C)c3cn2C2CCCCC2)c1,-1.4,1,0.9,-6.8,-0.5,-7.3,·,1,26.3,1.7
Cc1ccc(NC(=O)CSCC(=O)NCCc2ccccn2)c(C)c1,-0.5,1,-2.0,-3.6,-0.1,-12.5,-10.4,1,-8.8,0.4
CNC[C@H](O)c1cccc(O)c1,2.7,1,-0.2,1.0,-0.3,-5.6,-4.2,1,-6.6,1.2
CCN(C#N)c1nc(NC(C)C)nc(NC(C)C)n1,0.3,1,1.8,-1.1,-0.3,-18.8,-7.5,1,3.8,0.5
CCOC(=O)Cn1c(=O)c2c(nc(Br)n2Cc2ccc(Cl)cc2)n(C)c1=O,-3.7,0.8,·,·,·,-9.9,4.8,0.8,·,·
CCOc1ccccc1CN1CCC(CO)(CCOc2ccccc2)CC1,-11.4,·,-0.2,-6.7,0.5,-4.0,-14.4,·,41.6,0.5
O=C(COc1ccc(Cl)cc1)NCC(=O)N/N=C/c1cccs1,2.0,0.9,-0.2,-2.8,0.0,-1.9,-17.6,1,-3.3,2.8
CCCCC(=O)N/N=C/c1sccc1C,1.0,1.1,-0.2,4.0,-0.2,-8.4,-27.8,1,47.0,1.3
CC(C)CC(COCc1ccc(C(F)(F)F)cc1)N1CCN(C(=O)c2ccc(C(F)(F)F)cc2)CCC1=O (stereo unspecified),4.0,0.9,-0.6,-4.2,-0.3,0.2,-13.1,0.9,20.0,4.3
CC(C)Oc1ccc(C(=O)Nc2nnc(SCC(=O)N3CCOCC3)s2)cc1,-2.0,0.9,0.2,1.4,-0.5,-17.5,-32.0,0.9,-4.5,-0.9
S=C(NCc1cccnc1)Nc1ccc(Oc2ccccc2)cc1,-2.4,0.9,7.1,-0.2,-0.1,-17.4,-4.7,0.9,21.3,0.1
Fc1ccc(-c2oncc2-c2nnnn2-c2ccccc2)cc1F,-2.0,1.1,1.7,0.1,-0.2,-11.2,·,1.1,-8.4,0.7
N#C/C(=C\c1cccnc1)C(=O)Nc1ccccc1,-3.3,0.8,0.1,-4.5,-0.3,-14.3,-9.4,0.3,0.4,1.4
CC1(C)C(=O)Nc2ccccc2N1C(=O)COC(=O)C1CCCCC1,-3.8,1,0.2,-2.7,0.1,-3.2,·,1,0.7,2.4
CCOC(=O)N1CCC(Nc2c(NCCCN3CCN(C4CCCCC4)CC3)c(=O)c2=O)CC1,-1.7,0.9,0.7,-5.0,-0.3,-14.6,0.1,1,-5.1,1.8
Cc1[nH]oc(=O)c1N=Nc1c(Cl)cccc1Cl,0.6,1.2,0.1,-4.3,-0.3,-14.9,-9.4,1.2,-7.0,-1.3
COc1ccc(NC(=O)c2ccc(Cn3cc(Cl)cn3)cc2)cc1,-5.1,·,-0.2,-3.7,-0.3,-7.2,2.4,·,-4.2,1.7
CC(=O)NC(CC(=O)N(C)Cc1cccc(Cl)c1Cl)c1ccccc1 (stereo unspecified),-3.4,1,-0.1,2.4,-0.3,-14.5,-6.2,1.2,7.2,-1.5
C=CCNC(=O)NC(=O)CSc1nc2cc([N+](=O)[O-])ccc2n1-c1cccc(C(F)(F)F)c1,-0.5,1,0.5,-3.1,-0.4,1.0,8.4,0.9,-2.8,5.2
CSCCC(NC(=O)c1cccc([N+](=O)[O-])c1)C(=O)O (stereo unspecified),-2.6,1.1,-0.3,-4.8,-0.3,-9.3,1.1,1,78.7*,1.0
CCC(=O)Nc1ccc2c(c1)nc1n2CCSC1,-11.5,0.9,-1.6,-1.6,0.5,-5.0,19.7,1,-4.5,0.0
Cc1ccc(C(=O)NC(=S)Nc2ccc(Oc3ccc(Cl)cc3)cc2)cc1,2.0,0.9,-2.0,0.4,-0.5,-0.6,·,0.9,-6.0,6.4
O=S(=O)(NC1CCN(Cc2ccccc2)CC1)c1cccc2cccnc12,-1.8,1,-1.5,-3.5,-0.1,-7.0,4.9,1,66.7*,1.0
Nc1ccn([C@H]2CC[C@@H](CO)O2)c(=O)n1,-5.1&-1.9,1.1&1.1,0.2,4.0&-4.0,-0.4&-0.1,-10.1&-6.1,0.0&-3.5,1&1.1,-7.3,0.1
COC(=O)CC(NC(=O)c1ccc(C)cc1)c1ccccc1 (stereo unspecified),0.0,1.1,-15.5,-0.8,0.1,-14.9,·,1.1,1.0,-0.6
O=C(OCC(=O)N1CCCCC1)c1cc(NS(=O)(=O)c2ccc(Cl)c([N+](=O)[O-])c2)ccc1O,-3.0,0.8,0.4,3.8,-0.4,-5.5,-7.2,0.9,0.9,3.9
O=C(/C=C1\SC(=O)N(CC(=O)Nc2ccc(F)cc2)C1=O)Nc1ccc(Cl)cc1,2.3,0.9,0.2,-2.4,0.1,1.7,-8.4,1,52.5*,8.3
O=C(CCNS(=O)(=O)c1cccc2nsnc12)NC1CCCc2ccccc21 (stereo unspecified),-2.6,0.8,-3.1,3.8,-0.1,-8.5,·,0.8,-0.8,1.7
O=C(CCCOc1ccc(Cl)cc1Cl)N1CCc2ccccc2C1,-4.0,1,0.9,-5.1,-0.3,-6.2,·,0.9,-0.3,-0.1
COc1ccccc1CNc1ccc(CNc2ncn[nH]2)cc1,-1.4,0.9,-0.5,2.0,-0.2,-89.1,-11.0,0.9,-1.5,0.5
CCC(=O)Nc1nnc(-c2ccc(Cl)s2)o1,2.9,1,-1.0,-3.5,-0.3,-4.0,4.8,1,20.9,0.8
O=C(CCN1C(=O)C2C3C=CC(C3)C2C1=O)Nc1ccccn1 (stereo unspecified),-0.5,1,1.9,2.3,-0.4,-8.2,-21.6,1,-1.5,-0.4
O=C(Nc1ccccc1OC(F)F)c1ccc(Br)o1,-1.3,0.9,0.3,-3.4,-0.1,-1.7,-0.3,0.9,-4.2,0.0
COCCCNC(=S)N/N=C/c1ccc(N(C)C)cc1,-1.5,1,0.3,-2.8,-0.1,-17.5,-10.1,1,-1.3,1.6
O=C(COC(=O)CNC(=O)c1ccccc1)Nc1cccc(Br)c1,-2.1,1,0.5,-4.8,-0.4,-9.9,-9.1,1,-3.4,2.3
COCCSc1nnc(NC(=O)CSc2ccccc2)s1,-6.2,1,-0.3,0.5,0.1,0.1,4.3,1,-4.6,0.3
CCOC(=O)c1cc2c(=O)n3ccccc3nc2n(CCOC)c1=NC(=O)c1c(-c2c(F)cccc2Cl)noc1C,3.4,0.9,-0.3,-4.9,0.0,-4.7,-3.4,1,67.1*,2.6
O=C(COc1ccccc1F)N1CCN(S(=O)(=O)/C=C/c2ccccc2)CC1,-0.6,1.1,-0.3,-6.8,-0.2,-6.1,1.1,0.8,41.7,1.9
O=C(NCc1ccccn1)C1CCC(=O)N1C1CCCCC1 (stereo unspecified),-7.8,1,-0.9,-5.7,-0.2,-23.1,·,1,-7.4,1.8
O=c1/c(=C/c2cccc3ccccc23)sc2ncnn12,-3.7,1,-0.3,1.0,-0.3,16.5,-8.5,1,-2.3,3.0
CCC(C)(C(=O)Nc1ccc2c(c1)OCCO2)N(C(C)=O)c1ccc(C(N)=O)cc1 (stereo unspecified),-3.2,0.9,0.3,-0.2,-0.3,-6.3,-9.3,1,-5.7,0.9

# Next results:
Molecule,TNAP inh hi DEA,PMI act satM6P,Redox H2O2 prof,Efa HMGR inh,Hsp70 activator,TNAP inh noacc,S1P3 antagonist,PMI act,L major viab,RAM inhibit
CCOC(=O)c1cc(CC)sc1NC(=O)CC1SC(N)=NC1=O (stereo unspecified),-3.9,1.1,-1.0,-2.4,-0.3,-102.0,-12.0,1,4.4,4.6
CC(C)=C(NC(=O)c1ccccc1)C(=O)N1CCOCC1,-9.4,1.1,1.0,-3.9,0.1,-15.0,26.9,1.1,-9.1,0.9
CCOC(=O)N1CCC(NC(=O)CCC(=O)c2ccccc2)CC1,-0.5,0.9,-0.4,1.4,-0.2,-3.6,0.4,0.8,-8.1,3.2
Cn1c(=O)c2c(nc(Cl)n2Cc2ccncc2)n(C)c1=O,-4.1,1.1,-2.5,-5.5,-0.2,-9.4,-6.0,1.1,-2.6,-0.7
O=C(Cn1cnc2ccccc21)OCC(=O)N1CCCc2ccccc21,-1.6,0.9,-1.4,-4.0,-0.2,-4.5,-13.9,0.9,-7.2,2.0
CCC1(C)Cc2ccccc2-c2nc(-c3ccccc3)oc(=O)c21 (stereo unspecified),-7.8,1,0.1,-4.5,-0.5,-11.1,·,1,4.5,7.6
CC1(C)CNC(=O)CC(C)(C)N1,-4.8,1,0.1,-6.0,-0.4,-12.1,7.6,1,-0.6,2.1
Oc1c(Cl)cc(Cl)cc1C1=NNC(c2ccc(Cl)cc2)C1 (stereo unspecified),1.2,2.6*,0.0,-1.4,-0.2,-5.5,7.5,1.8,46.0,1.2
COc1ccc(-c2nnc(SC(C)C#N)o2)cc1 (stereo unspecified),-5.1,1,-0.2,1.6,0.7,-14.3,-11.9,1,-3.1,-0.5

# Screening data (PubChem BioAssay)
